DYRK1A inh: Dyrk1A (rat) kinase inhibition | inhibition, % at 12.5 µM | AID 504441 | ADP-Glo luminescence, NFATc1 peptide | hit rate 0.43% among 310,000; in the data active = inhibition above about 50%;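 note: plate controls were vehicle with enzyme for no effect and no enzyme for full effect; many of its hits are not listed in these tables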
KCNQ1 pot: potentiates or activates the human KCNQ1 potassium channel. P51787. CHO-K1 KCNQ1, thallium flux FluxOR fluorescence; stronger effect = higher value. B-score at 10 µM. hit rate 0.35% among 310,000. AID 2648;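 active = fluorescence ratio B-score, a plate-corrected score, at least three library SD, with initial intensity B-score within 5 SD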
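System: Stable KCNQ1 CHO-K1 line | Incubation: 90 min dye loading and 20 min compound exposure, both at room temperature | Measure: Ratio B score | Medium: Assay buffer for compound exposure, DMSO matched across wells | Compound dosing: Single-concentration screen | Probe or stimulus: K+/Tl+ depolarizing stimulus | Measured by: Kinetic FluxOR fluorescence, 10 s baseline plus 110 s post-stimulus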
PolyA inhibitor: yeast polyadenylation inhibition; calls only at 12 µM; S. cerevisiae SKY197-pL101 polyadenylation reporter, beta-gal luminescence; efflux-impaired pdr1/pdr3 knockout yeast; score 100 = 6 SD above DMSO; hit rate 0.02% among 300,000;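 active = lowest replicate activity score at least 50, where 100 means six control SD above control mean; inconclusive = lowest score under 50 but half or more replicates reach 50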;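 note: yeast exposed to compound for 9 h at 30 °C; higher score means more reporter readthrough which indicates perturbed polyadenylation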
Platelet DG rel: modulates dense granule release in human platelets | human platelet-rich plasma, SFLLRN dense granule ATP release, luminescence | inhibition, %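 (compounds screened at 7.5 µM in platelet-rich plasma)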 | hit rate 0.22% among 300,000 | AID 1663;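 active = mean replicate score, as percent of positive control, at or above 50; inconclusive = mean below 50 but at least one replicate at or above 50; inactive = mean and every replicate below 50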
TRPC4 block: blocks the mouse TRPC4 cation channel | HEK293 TRPC4beta/mu-opioid, DAMGO-evoked Fluo4 calcium flux; stronger effect = lower value | Q9QUQ5 | hit rate 0.39% among 300,000 | B-score at 10 µM;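 active = B-score over 3 SD under the library average, no early fluorescence shift, positive overall ratio signal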
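test system = HEK293 cells with stable TRPC4beta plus mu-opioid receptor expression | detection = Fluo4 Ca2+ flux fluorescence | read-out = integrated fluorescence ratio relative to baseline, converted to per-well B score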
KCNK3 inh: human KCNK3 channel inhibition, primary screen. O14649. CHO-KCNK3 thallium flux, FluxOR fluorescence; stronger effect = lower value. B-score at 10 µM. hit rate 0.84% among 340,000;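 active = B-score under library mean minus 4 SD, starting fluorescence ratio at most library mean plus 5 SD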;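 note: more negative B-score means stronger inhibition of thallium flux through KCNK3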
Target sequence (O14649 whole entry, looked up): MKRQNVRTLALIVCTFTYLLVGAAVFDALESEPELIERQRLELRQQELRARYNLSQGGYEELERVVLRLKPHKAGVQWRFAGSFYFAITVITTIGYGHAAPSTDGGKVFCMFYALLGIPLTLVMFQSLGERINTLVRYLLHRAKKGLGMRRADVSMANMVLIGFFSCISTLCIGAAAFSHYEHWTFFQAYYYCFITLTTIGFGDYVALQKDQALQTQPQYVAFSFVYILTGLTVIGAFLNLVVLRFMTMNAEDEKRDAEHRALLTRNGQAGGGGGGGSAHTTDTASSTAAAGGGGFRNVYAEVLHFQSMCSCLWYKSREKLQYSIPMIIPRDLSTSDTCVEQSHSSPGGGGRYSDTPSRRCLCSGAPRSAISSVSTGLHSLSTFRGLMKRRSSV
TRPC4 agonist: opens the mouse TRPC4 cation channel; Q9QUQ5; HEK293 TRPC4beta/mu-opioid, Fluo4 calcium fluorescence; stronger effect = higher value; B-score at 10 µM; hit rate 0.49% among 310,000;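 active = B-score above 5 SD of library B-scores, and initial fluorescence ratio not above library mean plus 5 SD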;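 note: positive B-score marks a calcium rise read as TRPC4 activation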
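Test system: HEK293 cells stably co-expressing mouse TRPC4beta and mu-opioid receptor | Schedule: Fluo4 dye loading 45 min at room temperature, 110 s recording | Measured by: Kinetic Fluo4 calcium fluorescence, 5 s baseline at 1 Hz | Evaluation: B score of integrated ratio | Controls: Buffer (low) and maximal DAMGO (high)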
hERG rescue: compounds protecting human hERG from proarrhythmic drug block | CHO-hERG, FluxOR thallium flux, dofetilide IC70 present | hit rate 0.51% among 310,000 | activation (rescue from dofetilide block), less the hit threshold, % at 10 µM | Q12809 | AID 1511;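 active = activation above the mean of controls blocked by dofetilide plus 5 SD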;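 note: thallium influx through hERG after potassium depolarization seen as dye fluorescence rise; in these data hits start at about 4.7%; inactives centre near -7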
KCNQ1 block: blocks the human KCNQ1 potassium channel | CHO-K1 KCNQ1, FluxOR thallium flux fluorescence; stronger effect = higher value | hit rate 1.3% among 310,000 | AID 2642 | B-score at 10 µM | P51787;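 active = compounds whose thallium flux B-score, printed positive for inhibition, exceeds three library SD while starting fluorescence stays within three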;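 note: channel opened by potassium depolarization with thallium stimulus after 20 min compound exposure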
TRPC4 PAM: allosteric potentiators of mouse TRPC4 channel; AID 2227; HEK293 TRPC4beta/mu-opioid, DAMGO EC20, Fluo-4 Ca2+ flux; stronger effect = higher value; Q9QUQ5; hit rate 0.42% among 310,000; B-score at 10 µM;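 active = B-score of calcium response area above 5 SD of library B-scores, with initial fluorescence ratio within 5 SD of library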;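 note: B-score of integrated fluorescence ratio over time as area under calcium response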
KCNK9 block: blocks the human KCNK9 two-pore domain potassium channel; Q9NPC2; HEK293 KCNK9, FluxOR thallium flux fluorescence; stronger effect = lower value; B-score at 10 µM; hit rate 1.2% among 310,000;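 active = ratio B-score over 3 SD below the library mean, with starting fluorescence within 5 SD of its mean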;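 note: negative B-score means less thallium flux so channel inhibition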
Target sequence (Q9NPC2 whole entry, looked up, the tested form may be a part): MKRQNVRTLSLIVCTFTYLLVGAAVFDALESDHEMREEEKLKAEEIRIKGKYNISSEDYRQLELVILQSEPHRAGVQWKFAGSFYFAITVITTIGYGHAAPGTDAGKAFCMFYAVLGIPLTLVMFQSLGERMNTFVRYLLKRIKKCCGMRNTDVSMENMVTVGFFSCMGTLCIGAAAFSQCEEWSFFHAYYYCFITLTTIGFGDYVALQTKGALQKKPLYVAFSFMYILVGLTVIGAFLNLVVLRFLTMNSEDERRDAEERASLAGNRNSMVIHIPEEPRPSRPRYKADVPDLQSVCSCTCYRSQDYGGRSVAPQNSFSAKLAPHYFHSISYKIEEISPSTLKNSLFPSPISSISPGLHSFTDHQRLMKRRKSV
The depositor's hits bear a star; i = inactive; ? = inconclusive; · = not tested or not shown.

entry	Molecule	DYRK1A inh	KCNQ1 pot	PolyA inhibitor	Platelet DG rel	TRPC4 block	KCNK3 inh	TRPC4 agonist	hERG rescue	KCNQ1 block	TRPC4 PAM	KCNK9 block
1	COc1cc(OC)c(OC)cc1/C=N/n1c(COc2ccccc2)n[nH]c1=S	5	i	i	4	i	i	i	-9	i	i	i
2	CSc1nc(-c2ccccc2)nc(NC(C)=O)c1C(C)=O	-5	i	i	10	i	i	i	-8	i	i	i
3	Cc1ccc(C)c(-c2nnc(NC(=O)C3=COCCO3)o2)c1	6	i	i	15	i	i	i	-18	i	i	i
4	COc1ccc(CC(=O)NCC2(c3ccc(OC)c(OC)c3)CCCC2)cc1	2	i	i	-4	i	i	i	-25	i	i	i
5	COc1cccc(NC(=O)C2CCCN(S(=O)(=O)c3cccc4nsnc34)C2)c1 (stereo not given)	3	i	i	-8	i	i	i	-6	i	i	i
6	COc1ccccc1NS(=O)(=O)c1cc(C)ccc1C	10	i	i	·	i	i	i	-9	i	i	i
7	COc1ccc(NC(=O)c2ccco2)cc1NC(=O)c1ccccc1[N+](=O)[O-]	0	i	i	5	i	i	i	-3	i	i	i
8	COc1ccc(/C=N/NC(=O)c2ccn[nH]2)cc1COc1ccc([N+](=O)[O-])c(C)c1	·	i	i	4	i	i	i	-8	6*	i	i
9	COc1ccc(-n2nnnc2/C=C/Nc2cc(C(F)(F)F)ccc2OC)cc1	1	i	i	8	i	i	i	-9	i	i	-12*
10	CCCCCn1c(N2CCC(C(N)=O)CC2)nc2c1c(=O)[nH]c(=O)n2C	15	i	i	11	i	i	i	-11	i	i	i
11	COc1cc(C(=O)NC2CC3CCCC(C2)N3Cc2ccccc2)cc(OC)c1OC (stereo not given)	14	i	i	17	i	i	i	-3	i	i	i
12	CCOC(=O)/C(C(C)=O)=C1/OC(=O)c2ccccc21	-1	i	i	-2	i	i	i	-3	i	i	i
13	CC(Oc1cccc(F)c1)c1ccnc2nc(/N=C/N(C)C)nn12 (stereo not given)	-5	i	i	-1	i	i	i	-2	i	i	i
14	COc1ccc(/C=C/C(=O)Nc2ccc(S(=O)(=O)Nc3cc(C)nc(C)n3)cc2)cc1OC	4	i	i	1	i	i	i	-2	i	i	i
15	CC1=NN(c2nc(-c3ccc(C)cc3)cs2)C(=O)C1N=Nc1ccc2ccccc2c1 (stereo not given)	10	i	i	3	i	i	i	-2	i	i	i
16	COC(=O)CC1SC(=O)NC1=Nc1ccc(OC)cc1 (stereo not given)	-6	i	i	5	i	i	i	-8	i	i	i
17	COc1ccccc1CNC(=O)C1CCC(CNc2c(N3CCOCC3)c(=O)c2=O)CC1 (stereo not given)	-1	i	i	11	i	i	i	-10	i	i	i
18	O=C1CS/C(=N/N=C\c2ccn[nH]2)N1	·	i	i	10	i	i	i	-7	i	i	i
19	COc1ccccc1-c1nc(C#N)c(N2CCC(Cc3ccccc3)CC2)o1	9	i	i	3	i	i	i	-16	i	i	i
20	COc1cccc(OC)c1CC1SC(=O)NC1=O (stereo not given)	5	i	i	-1	i	i	i	-9	i	i	i
21	CCOc1ccccc1CN1CCC(N2CCOCC2)CC1	-3	i	i	3	i	i	i	-3	i	i	i
22	COC(=O)CNC(=O)c1c(C)cc(=O)oc1C	-4	i	i	-8	i	i	i	0	i	i	i
23	O=C(CCc1nc(-c2ccccc2)no1)Nc1cccnc1	-4	i	i	7	i	i	i	-6	i	i	i
24	NC(=O)c1nsc(C(=O)N(Cc2ccc(F)cc2)C(C(=O)NC2CCCC2)c2ccco2)c1N (stereo not given)	0	i	i	-6	-7*	i	i	-9	i	i	i
25	Cc1ccc(S(=O)(=O)Nc2ccccc2C(=O)NCc2cccnc2)cc1	7	i	i	6	i	i	i	-14	i	i	i
26	O=C(CC1Sc2ccccc2NC1=O)c1ccc(Br)cc1 (stereo not given)	6	i	i	8	i	i	i	-3	i	i	i
27	COc1ccc2c(c1)C(SCC(=O)NCc1ccccc1)CC(C)(C)O2 (stereo not given)	11	i	i	-2	i	i	i	-6	i	i	i
28	CCOC(=O)c1ccc(NC(=O)Cn2c(-c3nonc3N)nc3ccccc32)cc1	-6	i	i	-1	i	i	i	-17	i	i	i
29	O=C1c2ccccc2C(Nc2cccnc2)N1Cc1ccccc1 (stereo not given)	0	i	i	19	i	i	i	-6	i	i	i
30	COc1ccc(NC(=S)N2CCN(S(=O)(=O)c3ccc(F)cc3)CC2)cc1	8	i	·	·	i	i	i	-10	i	i	i
31	CCOC(=O)CCc1nn(C)c(=O)c2ccccc12	-4	i	i	4	i	i	i	-4	i	i	i
32	CCn1c(SCC(=O)Nc2sc(C)c(C)c2C#N)nnc1C(C)C	-1	i	i	-10	i	i	i	-2	i	i	i
33	Cc1ccccc1NC(=O)NCCCN1CCN(C2CCCCC2)CC1	3	i	·	5	i	i	i	-5	i	i	i
34	CCCC(C)NC(=O)CSCc1ccc(OC)cc1 (stereo not given)	-8	i	i	-2	i	i	i	-16	i	i	i
35	CC(OC(=O)Nc1cccc(Cl)c1)C(=O)O (stereo not given)	-1	i	i	0	i	i	i	-5	i	i	i
36	Clc1ccccc1N=C1NN=C(c2cccs2)CS1	9	i	i	-9	i	i	i	-12	i	i	i
37	COc1ccc(CN2CCC(CO)(CCOc3ccccc3)CC2)cc1C	·	i	i	-3	i	i	i	-26	i	i	i
38	CCN1CCN(CC(O)COc2ccc3c(c2)CCC3)CC1 (stereo not given)	-6	i	i	5	i	i	i	-11	i	i	i
39	CCC(CC)c1nnc(NC(=O)CCNC(=O)c2ccccc2Cl)s1	·	i	i	?	i	i	i	-14	i	i	i
40	O=c1ccn(CCOc2ccc(Cl)cc2)c(=O)[nH]1	-4	i	i	1	i	i	i	-4	i	i	i
41	CC(C)(C)C1CCC(=NNC(=O)C(=O)NCc2ccco2)CC1 (stereo not given)	·	i	i	-7	i	i	i	-8	i	i	i
42	CC1(c2nnc(-c3ccncc3)o2)CC(c2ccccc2)=NO1 (stereo not given)	3	i	i	-3	i	i	i	-6	i	i	i
43	COc1ccccc1CNC(=O)c1oc2ccc(S(=O)(=O)N3CCCC3)cc2c1C	5	i	i	1	i	i	i	-9	i	i	i
44	Cn1ccnc1SCC(=O)c1ccc(O)cc1	1	i	i	16	i	i	i	-15	i	i	i
45	COc1ccc(-c2nc(-c3ccc(Br)cc3)no2)c(OC)c1	-3	i	i	?	i	i	i	-10	i	i	i
46	CC(Sc1nc(NCc2ccccc2)nc(N(C)C)n1)C(=O)Nc1ccccc1 (stereo not given)	0	i	i	-7	i	i	i	-12	i	i	i
47	O=C(NCC1CCCCC1)c1cccnc1Cl	5	i	i	9	i	i	i	-2	i	i	i
48	CC1=C(C(=O)Nc2ccc(C)cc2C)C(c2ccc(C)o2)NC(=S)N1 (stereo not given)	-5	i	i	-2	i	i	i	-1	i	i	i
49	CCCC(=O)N(c1ccc2oc(C)c(C(C)=O)c2c1)S(=O)(=O)c1ccc(C)c([N+](=O)[O-])c1	1	i	i	-8	i	i	i	-9	i	i	i
50	O=C(CSc1ccccc1)Nc1ccc2c(c1)C(=O)NC2=O	45	i	i	-6	i	i	i	-6	i	i	i

The final 5 compounds of the section before open the next one.
entry	Molecule	DYRK1A inh	KCNQ1 pot	PolyA inhibitor	Platelet DG rel	TRPC4 block	KCNK3 inh	TRPC4 agonist	hERG rescue	KCNQ1 block	TRPC4 PAM	KCNK9 block
46	CC(Sc1nc(NCc2ccccc2)nc(N(C)C)n1)C(=O)Nc1ccccc1 (stereo not given)	0	i	i	-7	i	i	i	-12	i	i	i
47	O=C(NCC1CCCCC1)c1cccnc1Cl	5	i	i	9	i	i	i	-2	i	i	i
48	CC1=C(C(=O)Nc2ccc(C)cc2C)C(c2ccc(C)o2)NC(=S)N1 (stereo not given)	-5	i	i	-2	i	i	i	-1	i	i	i
49	CCCC(=O)N(c1ccc2oc(C)c(C(C)=O)c2c1)S(=O)(=O)c1ccc(C)c([N+](=O)[O-])c1	1	i	i	-8	i	i	i	-9	i	i	i
50	O=C(CSc1ccccc1)Nc1ccc2c(c1)C(=O)NC2=O	45	i	i	-6	i	i	i	-6	i	i	i
51	CCOP(=O)(OCC)/C(C#N)=C/c1cc(OC)ccc1OC	4	i	i	-19	i	i	i	-8	i	i	i
52	CCCC(=O)Nc1ccc2nn(-c3ccc(OC)cc3)nc2c1	0	i	i	-5	i	i	i	-11	i	i	i
53	O=C(CN1CCN(c2ccccn2)CC1)Nc1cccc(Br)c1	0	i	i	-4	i	i	i	-2	i	i	i
54	CC(C)C(=O)NC(=S)Nc1ccc(S(=O)(=O)Nc2nccs2)cc1	3	i	i	-7	i	i	i	-4	i	i	i
55	CC(C)[C@H](NC(=O)c1ccccc1F)C(=O)Nc1ccc(F)c(F)c1	0	i	i	15	i	i	i	-7	i	i	i
56	COc1ccc(CCN(C)C/C=C/c2ccccc2[N+](=O)[O-])cc1OC	3	i	i	-4	i	i	i	-7	i	i	i
57	COC(=O)[C@]1(Cc2ccccc2)N[C@H](c2ccc(-c3ccc(F)cc3)cc2)[C@@H]2C(=O)N(C)C(=O)[C@@H]21	0	i	i	2	i	i	i	-5	i	i	i
58	N#Cc1ccccc1OCCOCCNC1CCCC1	3	i	i	1	i	i	i	-1	i	i	i
59	CCN(CC)c1ccc(C(=O)O)cc1	12	i	i	-1	i	i	i	-9	i	i	i
60	COC(=O)c1[nH]c2ccc(F)cc2c1NC(=O)CCN1CC(C)OC(C)C1 (stereo not given)	8	i	i	-2	i	i	i	-5	i	i	i
61	CCOc1ccc(C(=O)NCC(=O)N2CCC(C)CC2)cc1OCC	3	i	i	7	i	i	i	0	i	i	i
62	O=C(Nc1ccc(Cl)c(Cl)c1)Nc1ccccc1NS(=O)(=O)c1cccs1	-6	i	i	4	i	i	i	-29	18*	i	-13*

Screening data as filed in PubChem.

The list is partial (hit frequency here may not be typical).
